# Fh CTSL1 inh: cathepsin L1 inhibition, PFM18AAP counter-screen. 300,000 tested, 0.49% active. recombinant F. hepatica cathepsin L1, Z-Leu-Arg-MCA fluorescence. inhibition, % at 5.96 µM. AID 1906;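 active = inhibition above the mean of all tested compounds plus 3 SD, set per screening campaign, cut at about 17% in these data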;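 also: 0% = plate median of test compound wells and 100% = 1 µM Z-Phe-Ala-diazomethylketone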
# PP5 primary: PP5 (human) phosphatase inhibition; P53041; purified PP5c, OMFP substrate fluorescence; inhibition, % at 6.7 µM; 320,000 tested, 0.18% active; AID 1987;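 active = inhibition above the campaign's mean inhibition across all tested compounds plus 3 SD, cut at about 9.5% in these data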;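 also: 0% = DMSO only and 100% = 100 µM cantharidin control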
# PP1 inh: blocks human PP1-alpha phosphatase, a PP5 counter-screen. P62136. purified PP1alpha, OMFP fluorescence. inhibition, % at 6.7 µM. 320,000 tested, 0.9% active;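 active = inhibition above the mean inhibition of all tested compounds plus 3 SD, computed separately for each screening campaign, cut at about 15% in these data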
# Target sequence (P62136 whole entry, looked up): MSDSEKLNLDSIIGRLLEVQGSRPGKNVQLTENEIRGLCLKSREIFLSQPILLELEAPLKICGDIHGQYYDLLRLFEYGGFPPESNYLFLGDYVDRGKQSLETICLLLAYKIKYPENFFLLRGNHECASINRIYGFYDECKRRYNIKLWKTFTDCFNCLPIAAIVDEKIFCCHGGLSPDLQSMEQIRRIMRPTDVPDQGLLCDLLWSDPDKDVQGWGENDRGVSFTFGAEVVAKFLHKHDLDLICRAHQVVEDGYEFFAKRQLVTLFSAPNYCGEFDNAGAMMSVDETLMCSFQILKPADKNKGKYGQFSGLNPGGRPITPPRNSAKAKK
# JMJD2C inh: inhibitors of human GASC-1 (JMJD2C) demethylase | GST-JMJD2C(1-420) H3K9me3 demethylation, DELFIA europium | 330,000 tested, 0.069% active | inhibition, % at 2.35 µM | Q9H3R0;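 active = more than half of a compound's replicate wells show inhibition beyond 50%, single wells judged on their own value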;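 also: signal counts dimethyl H3K9 product captured on neutravidin plate; 0% = median of DMSO wells and 100% = 0.3 times that DMSO median; strong numbers were not always called active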
# Efflux pump mplx: inhibitors of Candida antifungal efflux pumps expressed in yeast; inhibition, % at 10 µM; 330,000 tested, 0.44% active; S. cerevisiae Candida pump triplex, Nile Red efflux;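 active = plate passing quality check with inhibition over a set limit, or well fluorescence over plate mean plus 4 SD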;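 also: Nile Red retained in pooled yeast measured as flow cytometry median fluorescence; 0% = buffer negative control and 100% = Enniatin B positive control; higher means more Nile Red kept so more efflux inhibition; some compounds called inactive have numbers as strong as hits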
# TPT1 inhibitor: inhibitors of Candida albicans tRNA 2'-phosphotransferase TPT1 | inhibition, % at 5 µM | 300,000 tested, 0.81% active | recombinant caTPT1, FP RNA substrate dephosphorylation;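 active = inhibition above the mean of all tested compounds plus 3 SD, set per screening campaign, cut at about 24% in these data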;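 also: plate controls were DMSO alone for no effect and ferristatin control at 100 nM for full effect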
# LYPLA2 inh: LYPLA2 (human) inhibition in PME1 counter-screen. AID 2177. O95372. 320,000 tested, 0.38% active. inhibition, % at 5.9 µM. recombinant LYPLA2, FP-Rh probe fluorescence polarization;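 active = inhibition above the screen-wide mean plus 3 SD, limit set per campaign, cut at about 26% in these data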;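 also: 0% = LYPLA2 with DMSO and 100% = wells lacking LYPLA2 enzyme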
# core dimer inh: blocks dimerization of HCV core protein; TR-FRET GST/Flag-core106 dimerization, 1536-well; 300,000 tested, 0.33% active; inhibition, % at 5 µM; AID 1899;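 active = inhibition above the mean of all tested compounds plus 3 SD, set per screening campaign, cut at about 45% in these data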
#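 assay system = GST-tagged and Flag-tagged HCV core protein residues 1-106 | controls = unlabelled core106 and no-GST-core106 wells | incubation = compound-protein-antibody incubation 4 h at 22.5 °C | probe or stimulus = Eu donor and XL665 acceptor anti-tag antibodies | read-out = % inhibition based on acceptor/donor emission ratio | signal = TR-FRET 671 and 617 nm emission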
# PREPL inh: human PREPL enzyme inhibition; recombinant PREPL, fluorescence polarization activity-based probe; inhibition, % at 5.96 µM; 320,000 tested, 0.68% active; AID 2751; in the data active = inhibition above about 43%;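 also: 0% = enzyme with DMSO and 100% = wells lacking enzyme; many of its hits are not listed in these tables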
# Target sequence (Q4J6C6 whole entry, looked up): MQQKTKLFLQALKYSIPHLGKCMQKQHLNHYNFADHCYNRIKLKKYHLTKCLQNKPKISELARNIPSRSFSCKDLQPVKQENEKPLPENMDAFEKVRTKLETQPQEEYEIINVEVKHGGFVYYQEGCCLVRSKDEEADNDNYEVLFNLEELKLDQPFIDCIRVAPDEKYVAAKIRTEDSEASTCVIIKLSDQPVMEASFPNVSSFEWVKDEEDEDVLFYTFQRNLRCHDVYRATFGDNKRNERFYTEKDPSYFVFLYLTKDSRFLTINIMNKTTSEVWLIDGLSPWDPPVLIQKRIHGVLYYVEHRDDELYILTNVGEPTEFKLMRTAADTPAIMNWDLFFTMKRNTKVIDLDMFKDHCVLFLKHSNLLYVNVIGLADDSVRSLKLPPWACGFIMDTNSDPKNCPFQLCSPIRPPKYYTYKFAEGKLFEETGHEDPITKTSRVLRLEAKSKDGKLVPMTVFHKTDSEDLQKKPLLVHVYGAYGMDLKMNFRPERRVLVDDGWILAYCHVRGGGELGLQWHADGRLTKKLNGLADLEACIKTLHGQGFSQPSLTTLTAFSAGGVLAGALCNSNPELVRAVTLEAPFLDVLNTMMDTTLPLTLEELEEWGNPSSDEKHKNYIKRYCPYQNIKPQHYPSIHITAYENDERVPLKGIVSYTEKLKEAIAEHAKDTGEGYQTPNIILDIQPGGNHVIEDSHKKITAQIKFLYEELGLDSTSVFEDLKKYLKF
# * hit, by the source's call; . = not tested or not shown. An excerpt; the hit share may differ from the screen's.
compound,PP1 inh,Efflux pump mplx,PP5 primary,PREPL inh,core dimer inh,TPT1 inhibitor,LYPLA2 inh,JMJD2C inh,Fh CTSL1 inh
CCc1ccc(OCC(=O)Nc2ccc(N3CCN(C(=O)c4ccccc4)CC3)cc2)cc1,3,0.5,-0.4,58*,16,0,11,-3,2
O=C(Nc1ccc(Cc2ccncc2)cc1)c1ccc([N+](=O)[O-])o1,-3,0.0,1.1,6,-1,2,-1,-1,7
COc1ccc2oc(=O)c(C(=O)Nc3ccccc3C)cc2c1,-1,0.0,2.1,1,14,-3,-5,-2,-1
CC1(c2ccccc2)NC(=O)N(CC(=O)Nc2ccc(N3CCOCC3)cc2N2CCOCC2)C1=O (stereo not given),-5,0.0,1.0,17,-7,-1,8,-7,-2
O=C(c1n[nH]c(=O)c2ccccc12)N1CCN(S(=O)(=O)c2ccccc2Cl)CC1,7,0.1,1.1,10,.,.,-3,0,.
COC(=O)c1ccc(=O)c2nc3/c(=C/O)c(O)cc(=O)c3[nH]c12,49*,-0.1,2.2,25,23,-3,4,.,4
CCN1CCN(c2nc(-c3ccccc3)nc3ccccc23)CC1,0,-0.4,0.7,-38,8,-4,-3,0,2
O=C(Nc1cccnc1Cl)c1cc2c(s1)-c1ccccc1OC2,0,-0.1,1.9,-8,0,-4,-2,-6,5
CCOC(=O)Cn1cc(C(=O)C2CC2)c2ccccc21,-1,0.0,0.5,-14,-1,-5,1,-6,1
CCc1ccc(NC(=O)c2noc(C(C)C)c2[N+](=O)[O-])cc1,-3,0.2,6.4,1,-6,0,-2,0,-1
CCOc1cc(/C=C2\C(=N)N3N=C(C)SC3=NC2=O)ccc1OCCOc1cccc(OC)c1,13,0.0,4.1,1,18,9,-6,-1,1
CC1(C)Cc2c(sc3nc4n(c(=N)c23)CCC4)CO1,1,-0.1,1.9,8,-2,0,-1,68,-2
CC(C)SCC(=O)Nc1ncc2c(n1)-c1ccccc1CC2,-1,-0.1,2.3,14,9,-5,4,-2,-1
C[C@H](NC(=O)c1nc[nH]c1C(=O)NC1CCNCC1)C(=O)OC(C)(C)C,0,0.1,1.7,1,4,-1,-4,-1,-1
CCc1ccccc1NC(=O)CSc1ncn[nH]1,0,-0.1,-0.2,-3,-5,-2,8,-1,-1
COC(=O)Nc1ccc([N+](=O)[O-])cc1OC,-1,0.1,2.1,1,-7,0,4,1,1
CSc1ccc(-c2nc(CSCC(=O)N3CCOCC3)c(C)o2)cc1,-1,0.0,-0.6,3,1,0,-1,34,-2
CCCC(C)c1nc(C(N)=O)c2[nH]c(=O)n(-c3ccc(OC)c(OC)c3)c2n1 (stereo not given),2,-0.2,0.6,-6,9,0,2,0,0
CCc1ccccc1NC(=O)CN(C)S(=O)(=O)c1ccc2c(c1)c(=O)n(C)c(=O)n2C,3,0.4,0.4,1,-2,3,-6,-6,0
CC(C)c1ccc(-n2nnnc2SCC(=O)NC2CC2)cc1,-3,-0.1,-0.9,-4,.,.,6,-2,.
CCn1c(C)nc2cc(C(=O)NNC(=O)CCC3CCCCC3)ccc21,0,0.0,-1.4,-8,1,-1,-3,-21,-3
Cc1ccc(Cl)cc1NC(=O)C[n+]1ccc(Cc2ccc([N+](=O)[O-])cc2)cc1,4,0.0,-2.5,67*,-2,-6,16,124,0
CC(/C=C/C=C/c1ccccc1)=N/NC(=O)CNc1ccc(C)cc1,1,-0.1,1.1,5,10,-1,0,4,3
CCC(=O)Nc1nc2ccccc2n1CCN(CC)CC,-3,0.0,1.3,1,2,1,3,9,-1
O=S(=O)(Nc1ncccn1)c1ccc(NC(=S)Nc2ccccc2)cc1,-8,0.1,0.5,10,-7,0,0,0,2
COC(=O)c1ccc(OCC(O)CN(CC(C)C)CC(C)C)cc1 (stereo not given),3,0.0,3.1,-6,-4,-5,-2,0,3
CC(C)(C)n1cnc2cc(NC(=O)c3ccc(Cl)cc3)ccc21,-2,0.1,1.4,15,-2,0,3,-2,10
COC(=O)CCSc1cc([N+](=O)[O-])cc2c1c(C1OCCS1)nn2-c1ccccc1 (stereo not given),3,0.1,2.2,10,5,2,4,1,5
COc1cccc(OC)c1OCCCN1CCC(Cc2ccccc2)CC1,8,0.1,1.4,-15,2,1,2,-1,-3
CC(C)NC(=O)C1CC=CCC1C(=O)O (stereo not given),-2,0.1,0.5,-4,3,-1,-3,5,-2
O=C1CC2(CCCC2)C(=O)N1c1ccc(S(=O)(=O)NCC2CC2)cc1Cl,0,-0.2,0.2,5,-3,-2,-7,4,3
Cc1cc(OCCN2CCCC2)ccc1[N+](=O)[O-],0,0.9,0.9,11,-6,0,1,-2,0
COC(=O)c1ccc(OCC(=O)Nc2ccsc2C(=O)OC)cc1,1,-0.1,0.8,-7,3,-1,3,-19,1
O=C(Cn1c(NCCCO)nc2ccccc21)c1cccs1,0,-0.1,-0.5,0,-6,-1,-4,-2,0
CCOc1ccc(Br)cc1CNCCN1CCOCC1,5,0.3,1.7,-2,-6,4,3,-6,1
NC(=O)CNC(=O)C1CCN(S(=O)(=O)c2ccc(-n3cnnn3)cc2)CC1,-2,0.0,1.7,12,-12,3,-1,1,-6
Cc1nc(/N=C(\N)NC(=O)NC2CCCCC2)nc2ccccc12,19*,0.0,0.5,-14,0,-2,-4,-3,0
CCN(CC)C(=O)CSc1nnc([C@H](CCSC)NC(=O)OC(C)(C)C)o1,-5,0.1,1.6,6,-1,-1,1,1,16
CCOC(=O)C1CCN(CC(O)COc2ccc(C(=O)CC)cc2)CC1 (stereo not given),-7,-0.1,-1.7,1,6,-4,-4,-8,-1
CCOc1ccccc1C1C(C(=O)OC)=CN(C)C=C1C(=O)OC,5,-0.2,2.5,13,-12,-3,0,0,5
CCc1cc2c(=O)oc(-c3ccccc3F)nc2s1,-5,-0.1,0.3,17,3,1,-21,-1,3
CS(=O)(=O)N1CCN(c2ccc(C(=O)NC34CC5CC(CC(C5)C3)C4)cc2[N+](=O)[O-])CC1,-3,0.4,-0.4,10,9,1,-2,-11,3
CCCCOCCCNC(=O)COc1ccccc1,-4,-0.1,1.8,-2,-3,2,2,-10,-1
CCN1CCN(Cc2ccc(NC(=O)c3cc(NC(=O)N4CCNC4=O)cc(OC)c3)cc2C(F)(F)F)CC1,-1,-0.1,3.3,-20,-11,1,-9,-23,-2
CS(=O)(=O)N1CCN(Cc2ccccc2C(F)(F)F)CC1,-1,-0.1,0.7,6,2,-1,2,-12,-1
Cc1ccc(NS(=O)(=O)c2c(C)ccc3nsnc23)c([N+](=O)[O-])c1,0,0.2,4.2,6,-4,0,6,1,3
Cc1cc2cc3c(cc2nc1SCC(=O)OC(C)C)OCCO3,0,0.1,3.9,-3,-2,-1,-1,0,2
C=CCn1c(NCc2ccc3c(c2)OCO3)nc2ccccc21,-2,-0.2,0.6,1,-8,-5,2,1,-1
Brc1ccc(-c2cn3ccccc3n2)cc1,-4,0.0,2.6,-18,0,-1,-3,5,-3
COc1ccccc1/C=C/CN1CCCC(CO)(Cc2cccc(Cl)c2)C1 (stereo not given),8,0.0,1.1,-27,0,-4,-1,4,13
C=CCNCCCCOc1ccccc1,-3,0.0,-1.3,-11,3,5,3,0,-3
Cc1cccc(N(Cc2ccccc2)C(=O)c2ccc(C)c(S(=O)(=O)N3CCOCC3)c2)c1,1,-0.1,3.0,17,.,.,0,9,.
Cc1cc(C)n(C(=O)COc2ccc([N+](=O)[O-])cc2)n1,0,-0.2,1.4,-3,-3,0,3,0,-4
O=C(c1cc(F)c(F)c(F)c1F)N1CCN(Cc2ccc3c(c2)OCO3)CC1,0,-0.1,0.0,13,-15,-4,-2,-11,3
O=C(O)CSCc1nc2cccnc2n1C1CCCCC1,1,2.6,0.2,4,7,-1,-4,-6,-1
Cc1cc(C(=O)N2CCN(c3ccccc3)CC2)c(C)o1,1,0.1,-1.7,1,1,1,1,2,-1

# Next results:
compound,PP1 inh,Efflux pump mplx,PP5 primary,PREPL inh,core dimer inh,TPT1 inhibitor,LYPLA2 inh,JMJD2C inh,Fh CTSL1 inh
COc1ccc(NC(=O)CN(Cc2ccccc2)S(C)(=O)=O)c(OC)c1,-1,-0.1,-0.5,1,2,4,-1,6,5
CC(C)(C)[C@H]1C=C(C(=O)NCc2ccccc2)O[C@@H](OCCCCO)C1,-3,0.0,0.4,6,6,-2,6,6,8
COc1cc(-c2cc(-c3ccccc3)nc(SCC(=O)Nc3nccs3)c2C#N)cc(OC)c1OC,-7,0.0,5.5,-2,26,14,-15,5,-1
CCC(C)[C@H](NC(=O)Nc1ccc(Oc2ccccc2)cc1)C(=O)O (stereo not given in full),-6,0.0,5.5,-6,2,-5,-2,-8,-3
COc1ccc(NC(=O)COc2ccc(N(C)S(=O)(=O)c3ccc(Cl)cc3)cc2)cc1,10,0.0,7.7,16,.,.,-10,10,.
COCCSc1ccccc1C(=O)NCC1CCCO1 (stereo not given),-1,-0.2,-0.2,-2,1,-5,9,4,3
COc1ccc(-c2nnc3ccc(SCC(=O)N4CCCCCC4)nn23)cc1OC,1,-0.1,1.5,2,4,-3,-1,-5,-2
O=C(Cc1cccs1)Nc1ccc(S(=O)(=O)Nc2ncccn2)cc1,-3,0.0,-2.5,-4,31,17,-5,2,-5

# Three structures already listed, arranged by count of non-hydrogen atoms, falling.
compound,PP1 inh,Efflux pump mplx,PP5 primary,PREPL inh,core dimer inh,TPT1 inhibitor,LYPLA2 inh,JMJD2C inh,Fh CTSL1 inh
COc1ccc(NC(=O)COc2ccc(N(C)S(=O)(=O)c3ccc(Cl)cc3)cc2)cc1,10,0.0,7.7,16,.,.,-10,10,.
COc1ccc(-c2nnc3ccc(SCC(=O)N4CCCCCC4)nn23)cc1OC,1,-0.1,1.5,2,4,-3,-1,-5,-2
COc1ccc(NC(=O)CN(Cc2ccccc2)S(C)(=O)=O)c(OC)c1,-1,-0.1,-0.5,1,2,4,-1,6,5

# Other results follow.
compound,PP1 inh,Efflux pump mplx,PP5 primary,PREPL inh,core dimer inh,TPT1 inhibitor,LYPLA2 inh,JMJD2C inh,Fh CTSL1 inh
O=C(COC(=O)CCc1ccc(S(=O)(=O)N2CCOCC2)cc1)NC1CCCCCC1,-3,0.1,-1.2,8,2,-3,3,14,1
CC(=O)Nc1ccc(NC(=O)c2c(C)nn(-c3ccccc3)c2Cl)cc1C,-2,0.3,2.1,15,2,3,-4,3,-10
O=S(=O)(c1cnc[nH]1)N1CCN(c2ccc(Cl)cc2)CC1,-3,0.2,-1.0,-5,-8,-1,0,-2,0
COc1cccc(N2C(=O)Nc3ccc(Br)cc3C2(O)C(=O)NCCCOC(C)C)c1 (stereo not given),-1,0.0,1.0,4,6,1,-1,-15,-2
CCC1C/C(=C/c2cccs2)C(=O)/C(=C/c2cccs2)C1 (stereo not given),0,-0.2,1.6,-8,8,14,0,-4,-4
COc1ccc(-c2nn(-c3ccccc3C)cc2CNC(C)Cn2cncn2)cc1F (stereo not given),-8,0.2,-0.4,1,0,0,-6,-1,-2
CSc1ncc(CN2CCC(C(=O)Nc3cccc(-c4cscn4)c3)CC2)cn1,1,0.0,2.6,-12,14,0,5,1,10
Nc1nnn(-c2ccccc2)c1-c1ccccc1,-1,-0.2,-1.0,3,-2,-2,-5,-2,-1
CCNS(=O)(=O)c1ccc(CCC(=O)NCc2ccc3c(c2)OCO3)cc1,-3,0.4,2.4,-9,-9,0,-2,-2,-1
CC(C)(C)C(=O)Nc1nnc(Cc2ccccc2)s1,1,0.1,1.6,4,-3,0,0,4,1
O=C(CCOc1ccccc1)Nc1cccc([N+](=O)[O-])c1,3,0.1,1.2,-3,1,1,-1,-13,-1
